Screens as filed in PubChem.
MT1-MMP act inh: inhibitors of human MT1-MMP activation. HT1080 RFP-PRO-GFP cells, GFP/RFP ratio fluorescence, overnight; percent of plate control window, DMSO zero. GFP/RFP ratio change, % at 20 µM. P50281. 360,000 tested, 0.061% active. AID 651647;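 active = GFP/RFP ratio change of at least 30% with cell ATP level not reduced by more than half and red fluorescence within 50% of control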; also: strong numbers were not always called active
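Material – HT1080 RFP-PRO-GFP cells · Control set – DMSO wells and RFP-L50D-GFP cells · Incubation – overnight cell settling, then overnight compound exposure, 37 °C, 5% CO2 · Compound dosing – single-point 20 µM compound, 1% DMSO · Read-out – GFP/RFP fluorescence ratio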
FAS TE block: FAS thioesterase (human) inhibition; recombinant FAS-TE, OMFH fluorogenic substrate, fluorescence endpoint; inhibition, % at 15 µM; 360,000 tested, 0.67% active;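 active = compounds whose normalised, plate-corrected inhibition of enzyme fluorescence in the single-dose primary screen is 50% or more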;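 also: 0% = DMSO with enzyme and 100% = substrate without enzyme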
PABP1 MLLE inh: blocks PAM2 peptide binding to the PABP1 MLLE domain; AID 588489; 360,000 tested, 0.36% active; GST-MLLE / FITC-PAM2 fluorescence polarization; inhibition, % at 20 µM; P11940; in the data active = inhibition above about 35%, passing the limit was not always enough;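 also: plate controls were DMSO wells with GST-MLLE for no effect and wells lacking GST-MLLE protein for full effect; some results filed as inactive read as strong as hits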
Rpn11 inh: Rpn11 (human) deubiquitinase inhibition | O00487 | human 26S proteasome, Ub4-pepOG fluorescence polarization; 20S core pre-blocked with epoxomicin | calls only at 20 µM | 360,000 tested, 0.59% active;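 active = inhibition at 20 µM, scaled to each plate's controls, above about 33%, limit read from the data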
Rin1 Abl inh: human Rin1-Abl interaction inhibition; P00519+Q13671; TR-FRET Rin1/Abl binding, biochemical; inhibition, % at 7.35 µM; 360,000 tested, 0.4% active; AID 588664; in the data active = inhibition above about 5%, passing the limit was not always enough
Target sequence (P00519 whole entry, looked up): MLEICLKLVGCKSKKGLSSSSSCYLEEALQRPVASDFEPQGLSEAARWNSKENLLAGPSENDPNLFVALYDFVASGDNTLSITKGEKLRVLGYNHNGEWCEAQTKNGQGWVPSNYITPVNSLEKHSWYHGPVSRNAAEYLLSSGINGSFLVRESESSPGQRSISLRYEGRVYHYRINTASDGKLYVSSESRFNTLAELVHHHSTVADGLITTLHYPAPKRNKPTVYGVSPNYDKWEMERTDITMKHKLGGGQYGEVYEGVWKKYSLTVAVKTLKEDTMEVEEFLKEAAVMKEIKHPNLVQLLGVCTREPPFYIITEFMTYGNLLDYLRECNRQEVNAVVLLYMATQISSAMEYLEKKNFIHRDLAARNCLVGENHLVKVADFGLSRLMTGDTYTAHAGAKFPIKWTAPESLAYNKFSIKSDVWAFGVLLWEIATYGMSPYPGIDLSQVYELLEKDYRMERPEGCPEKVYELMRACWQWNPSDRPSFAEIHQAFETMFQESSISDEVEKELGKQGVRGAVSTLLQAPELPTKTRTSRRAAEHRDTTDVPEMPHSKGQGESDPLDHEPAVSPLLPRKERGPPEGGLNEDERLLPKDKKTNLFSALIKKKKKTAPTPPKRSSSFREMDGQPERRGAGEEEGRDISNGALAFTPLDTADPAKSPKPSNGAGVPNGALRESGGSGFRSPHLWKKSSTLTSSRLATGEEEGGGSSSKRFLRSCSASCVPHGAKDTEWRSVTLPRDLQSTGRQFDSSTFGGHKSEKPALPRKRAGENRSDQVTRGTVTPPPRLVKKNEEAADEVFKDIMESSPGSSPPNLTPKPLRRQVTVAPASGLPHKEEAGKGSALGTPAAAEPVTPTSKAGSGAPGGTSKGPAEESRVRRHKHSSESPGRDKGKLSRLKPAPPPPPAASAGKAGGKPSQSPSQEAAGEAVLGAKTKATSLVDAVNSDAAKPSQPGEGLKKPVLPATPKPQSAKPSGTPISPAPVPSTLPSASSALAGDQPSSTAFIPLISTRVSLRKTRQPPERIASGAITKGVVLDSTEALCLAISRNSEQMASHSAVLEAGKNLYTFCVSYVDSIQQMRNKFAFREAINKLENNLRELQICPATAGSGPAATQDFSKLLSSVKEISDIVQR
Target sequence (Q13671 whole entry, looked up): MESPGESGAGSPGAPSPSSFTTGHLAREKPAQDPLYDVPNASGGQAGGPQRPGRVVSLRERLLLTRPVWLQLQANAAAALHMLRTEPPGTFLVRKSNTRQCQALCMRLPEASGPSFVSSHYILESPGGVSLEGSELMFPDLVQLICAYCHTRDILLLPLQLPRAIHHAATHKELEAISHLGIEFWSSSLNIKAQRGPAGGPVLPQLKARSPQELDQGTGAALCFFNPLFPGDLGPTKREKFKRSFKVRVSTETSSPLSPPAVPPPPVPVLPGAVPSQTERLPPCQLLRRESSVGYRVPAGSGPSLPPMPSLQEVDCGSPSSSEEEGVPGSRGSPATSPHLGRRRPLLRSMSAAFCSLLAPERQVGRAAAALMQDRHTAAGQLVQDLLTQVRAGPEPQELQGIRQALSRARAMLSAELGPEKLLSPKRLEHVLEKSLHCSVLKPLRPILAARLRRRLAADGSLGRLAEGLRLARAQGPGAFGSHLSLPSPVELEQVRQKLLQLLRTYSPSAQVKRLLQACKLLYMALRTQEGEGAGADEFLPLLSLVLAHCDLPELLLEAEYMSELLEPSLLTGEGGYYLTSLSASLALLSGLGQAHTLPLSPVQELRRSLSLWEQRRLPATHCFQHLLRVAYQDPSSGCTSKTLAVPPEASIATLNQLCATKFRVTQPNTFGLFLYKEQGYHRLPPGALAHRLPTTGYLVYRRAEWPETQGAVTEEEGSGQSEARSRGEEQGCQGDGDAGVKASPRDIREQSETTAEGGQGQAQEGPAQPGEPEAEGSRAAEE
Neddyl block: inhibitors of human cullin neddylation; TR-FRET cullin neddylation, biochemical; calls only at 25 µM; 360,000 tested, 0.58% active; AID 651699; in the data active = inhibition above about 36%
NadD block: NadD (S. aureus) enzyme inhibition; purified NadD enzyme, colorimetric absorbance read-out; inhibition, % at 20 µM; 360,000 tested, 0.78% active; in the data active = inhibition above about 26%; also: some compounds past the cut are filed as inactive
CSN deneddyl inh: inhibitors of human CSN-mediated cullin deneddylation; inhibition, % at 12.5 µM; Purified CSN, SCF-Nedd8-OG deneddylation, fluorescence polarization; AID 651999; 360,000 tested, 0.38% active;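 active = pattern-corrected inhibition above about 35%, with an unprinted fluorescence ratio check between 0.5 and 1.5, limit read from the data, passing the limit was not always enough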;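 also: 0% = enzyme with substrate and 100% = substrate without enzyme; some results filed as inactive read as strong as hits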
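Test system: purified human Csn5 enzyme expressed in HEK293T cells. Amount: 0.24 nM enzyme. Reagent: SCFSkp2-Nedd8OG substrate at 10 nM final. Schedule: 90 min incubation of compound, enzyme and substrate at room temperature. Detection: fluorescence polarization. Read-out: % inhibition of substrate cleavage by Csn5.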
SKN-1 block: inhibitors of C. elegans SKN-1; 360,000 tested, 0.49% active; AID 624304; C. elegans VP596 Pgst-4::GFP/RFP ratio, acrylamide-induced, 24 h; inhibition, % at 21.8 µM;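 active = interference check ratio from 0.5 to 1.5 plus GFP to RFP signal ratio inhibition reaching or exceeding a fixed threshold, cut at about 30% in these data, passing the limit was not always enough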; also: some compounds called inactive have numbers as strong as hits
Starred values were filed as active, the others as inactive; i = inactive; x = no result given; + = active, no number; & = joins results of further samples.

SMILES	MT1-MMP act inh	FAS TE block	PABP1 MLLE inh	Rpn11 inh	Rin1 Abl inh	Neddyl block	NadD block	CSN deneddyl inh	SKN-1 block
CN(CC(=O)Nc1ccc(F)c(F)c1F)C(=O)c1ccc2c(c1)OCCO2	9	1	0	i	3	i	-7	-5	-16
COc1ccccc1N1CCN(CCCOc2ccc(F)cc2)CC1	10	-4	-15	i	3	i	-5	-5	-22
O=C(NCc1ccco1)c1ccc(Cn2c(=O)c3ccccc3n(Cc3ccc(Cl)cc3)c2=O)cc1	-6	24	-7	i	0	i	19	2	21
COc1ccc2cc(C(=O)NCc3ccco3)c(=O)oc2c1	10	-8	-10	i	-2	i	-1	0	-6
Cc1cc(SCC(=O)N/N=C/c2ccc(C(=O)O)cc2)nc2ccccc12	4	-5	-2	i	4	i	3	2	-9
COc1ccc(OC)c(NC(=O)CCc2c[nH]c3ccccc23)c1	2	6	6	i	-8	i	-2	2	1
CCC(C(=O)Nc1ccc2c(c1)OCCO2)n1nnc2ccccc2c1=O (centres undefined)	-1	-2	-9	i	-1	i	-6	1	-2
O=C(CSc1nc2ccccc2s1)NCc1cc([N+](=O)[O-])ccc1O	2	2	8	i	-3	i	-5	2	14
N#CC(c1ccccc1)c1ccc([N+](=O)[O-])cc1 (centres undefined)	1	26	-6	i	1	i	0	3	48
COc1ccc(CCn2c(C)cc(C(=O)COC(=O)c3cnccn3)c2C)cc1	-7	-1	-20	i	1	i	-1	4	3
Cc1nc2ncnn2c(C)c1CCC(=O)N1CCc2ccccc21	-2	-1	-6	i	2	i	1	-3	5
COc1ccccc1-c1nnc(SC(C)C(=O)N2CCOCC2)o1 (centres undefined)	1	-5	2	i	-3	i	1	-3	25
CCc1ccc(C2CC(c3ccccc3Cl)Nc3nc(N)nn32)cc1 (centres undefined)	2	0	-3	i	0	i	1	1	10
CC(C)(NO)/C(=N\O)c1ccc(Cl)cc1	3	-6	9	i	-1	i	-1	-1	-9
CC(CCN1CCN(c2ccccn2)CC1)c1ccccc1 (centres undefined)	0	-7	7	i	-1	i	-7	0	-5
CC(C(=O)Nc1cccc(Br)c1)c1ccc([N+](=O)[O-])cc1 (centres undefined)	2	42	12	i	1	i	-10	-2	-10
COCCN1C=C2C(=O)C(C)(OC(=O)c3cccs3)C(=O)C=C2C=C1CCCC(=O)OC (centres undefined)	0	-11	21	i	0	i	0	4	-5
Cc1ccc(C2=Nc3ccccc3N=C(c3ccc([N+](=O)[O-])cc3)C2)c(O)c1	-1	19	-10	i	-2	i	10	-1	-2
CCOC(=O)N1CCN(S(=O)(=O)c2cn(C)c(=O)n(C)c2=O)CC1	-3	-1	-5	i	-4	i	-1	0	4
O=C(COc1ccccc1)Nc1cccc(S(=O)(=O)N2CCCC2)c1	2	-1	10	i	0	i	-6	2	-1
O=C(Nc1cccc(F)c1)Nc1ccccn1	-4	-5	24	i	3	i	4	3	34
COC(=O)CSc1c(-c2ccccc2)c2cc(Cl)ccc2[nH]c1=O	0	-7	-4	i	0	i	-3	-2	-21
CCOC(=O)N1CCN(Cc2nc3cc(NC(=O)c4cccs4)ccc3n2CC)CC1	-2	-4	4	i	-2	i	-6	0	11
CC(=O)c1ccc(NC(=O)CSc2ccc3nnc(-c4ccccn4)n3n2)cc1	0	-5	-2	i	-4	i	5	0	-22
c1ccc(-c2cn3c4c(sc3n2)CCCC4)cc1	-1&5	6&3	5&5	i	3&4	i	4&2	4&1	19&10
NNC(=O)c1cc(-c2ccccc2)sc1N	5	-3	14	i	-4	i	7	-5	2
COC(=O)c1cccc(-n2nnnc2SCC(=O)Nc2nc3c(s2)CCCC3)c1	0	-75	-4	i	-1	i	6	7	2
CCOC(=O)C1(Cc2cccc(F)c2)CCN(C(=O)COC)CC1	-1	-5	3	i	0	i	-4	-1	19
O=C(Nc1ccc2c(c1)CCCN2C(=O)c1ccccc1)c1ccccc1	-7	0	-22	i	-3	i	-5	-3	20
O=C(Cn1nc(-c2ccc(Cl)cc2)ccc1=O)N1CCN(c2ccccc2)CC1	0	27	-27	i	-2	i	6	7	-11
CCN(CC(=O)NC1CCS(=O)(=O)C1)c1nc(-c2cccnc2)nc2ccccc12 (centres undefined)	4	-4	-14	i	-4	i	6	3	-9
O=C(Nc1ccc2c(c1)CCC2)c1ccc(Br)s1	0	22	-13	i	-1	i	-6	3	9
COc1ccc(O)c(CN2CCN(C/C=C/c3ccccc3)CC2)c1	1	-13	-4	i	-1	i	-2	-3	-9
CC1CC1C(=O)Nc1ccc(-c2ccccc2)cc1 (centres undefined)	4	4	-2	i	-3	i	-1	2	16
O=C(c1ccc2c(c1)OCO2)C1CCCN(C(=O)c2cnn(Cc3ccccc3)c2)C1 (centres undefined)	-4	1	10	i	-2	i	-6	2	-19
CCc1ccc(NC(=O)N[C@H](C(=O)O)C(C)CC)cc1 (some centres undefined)	2	-5	-10	i	0	i	0	-1	3
Cc1ccc(CNC(=O)C23CN(Cc4ccccc4)CC2C(c2ccc([N+](=O)[O-])cc2)=NO3)o1 (centres undefined)	-3	27	0	i	-1	i	-1	-3	-7
CCOC(=O)C1C(=O)C=C(C)C(C(=O)OCC)C1c1ccc(OC)cc1 (centres undefined)	-7	0	-4	i	3	i	0	4	0
COC(=O)[C@@]1(Cc2ccc(F)cc2)[C@H]2c3cc(C(=O)N4CCCC4)n(Cc4ccccc4)c3C[C@H]2CN1C(=O)c1ccccc1	-16	22	x	x	x	i	15	5	-11
COc1ccccc1N(CC(=O)NCc1ccccc1)C(=O)CCC(=O)Nc1cc(C)ccn1	5	-4	-2	i	0	i	1	-1	-9
Cc1cc(/C=C2/NC(=O)NC2=O)c(C)n1C	2	-8	31	i	-6	i	6	-3	2
Cc1c[n+]([O-])ccc1Oc1ccc([N+](=O)[O-])cc1	3	-8	2	i	2	i	-11	2	7
CCOc1cccc2cc(C(=O)N3CCc4ccccc4C3)c(=O)oc12	3	2	3	i	0	i	4	3	2
CCS(=O)(=O)c1ccc(O)c(NC(=O)/C=C/c2ccc(Cl)cc2)c1	5	-7	5	i	-4	i	-3	-5	-5
Cc1ccc(S(=O)(=O)N(C)C[C@H]2Oc3ccc(NC(=O)C4CCCCC4)cc3C(=O)N([C@H](C)CO)C[C@H]2C)cc1	-6	-2	6	i	4	i	-4	-3	-4
COc1ccc(C2=CN(Cc3ccccc3)CCC2=O)cc1	6	-5	-8	i	2	i	2	-7	1
Cn1c(=O)c2[nH]c(NCCCN3CCOCC3)nc2n(C)c1=O	1	-8	0	i	-1	i	-5	-4	13
CCCC(=O)N1CC2(CCC)CN(C(=O)CCC)CC(CCC)(C1)C2=O	4	-6	10	i	-3	i	-1	0	12
O=S(=O)(Nc1ccc(O)c(Sc2nc3ccccc3s2)c1)c1ccc(Cl)cc1	6	12	6	i	4	i	2	0	2
O=C(N(Cc1ccccc1)c1ccccn1)C12CC3CC(CC(C3)C1)C2	-4	15	12	i	3	i	-2	0	-13
Cc1cc(C)c(CN2CCC(n3nccc3NC(=O)C3CCOC3)CC2)cc1C (centres undefined)	1	-3	2	i	5	i	-5	-1	17
CCc1ccc(NC(=O)CSc2nc3[nH]ncc3c(=O)[nH]2)cc1	1	-9	4	i	-5	i	3	-1	11
Cc1noc(-c2ccccc2OC(=O)c2ccccc2)n1	-1	2	-3	i	-2	i	3	-1	10
CCC(=O)c1cn(CC(=O)O)c2ccccc12	3	-3	0	i	6	i	3	2	5
CCc1ccccc1N(CC(=O)NCc1ccco1)C(=O)CCC(=O)Nc1ccccn1	-2	1	8	i	-2	i	-1	5	11
O=C(CSc1nnnn1-c1ccc2c(c1)OCCO2)c1cccc2c1OCCO2	4	11	-39	i	2	i	-5	-1	5
Cc1cc(C(=O)N/N=C2\CC(=O)CC(C)(C)C2)c(C)n1-c1ccc(F)cc1	4	-9	10	i	1	i	5	-12	7
COc1ccc(CC(=O)NNC(=O)COc2ccc(Cl)cc2C)cc1S(=O)(=O)N1CCOCC1	2	0	-10	i	5	i	-7	-1	19
CS(=O)(=O)N(CC(=O)Nc1ccccc1Sc1ccccc1)c1cccc(Br)c1	-2	26	-14	i	-7	i	-11	-4	3
O=C(NCCC1CCCCN1S(=O)(=O)c1ccccc1)C(=O)NCc1ccccc1F (centres undefined)	4	9	-8	i	1	i	-6	-2	4

Shown bar-delimited: part of the list above.
compound | MT1-MMP act inh | FAS TE block | PABP1 MLLE inh | Rpn11 inh | Rin1 Abl inh | Neddyl block | NadD block | CSN deneddyl inh | SKN-1 block
Cc1nc2ncnn2c(C)c1CCC(=O)N1CCc2ccccc21 | -2 | -1 | -6 | i | 2 | i | 1 | -3 | 5
COc1ccccc1-c1nnc(SC(C)C(=O)N2CCOCC2)o1 (centres undefined) | 1 | -5 | 2 | i | -3 | i | 1 | -3 | 25
CCc1ccc(C2CC(c3ccccc3Cl)Nc3nc(N)nn32)cc1 (centres undefined) | 2 | 0 | -3 | i | 0 | i | 1 | 1 | 10
CC(C)(NO)/C(=N\O)c1ccc(Cl)cc1 | 3 | -6 | 9 | i | -1 | i | -1 | -1 | -9
CC(CCN1CCN(c2ccccn2)CC1)c1ccccc1 (centres undefined) | 0 | -7 | 7 | i | -1 | i | -7 | 0 | -5
CC(C(=O)Nc1cccc(Br)c1)c1ccc([N+](=O)[O-])cc1 (centres undefined) | 2 | 42 | 12 | i | 1 | i | -10 | -2 | -10

New compounds follow.
SMILES	MT1-MMP act inh	FAS TE block	PABP1 MLLE inh	Rpn11 inh	Rin1 Abl inh	Neddyl block	NadD block	CSN deneddyl inh	SKN-1 block
CCn1cc(C(=O)N2CC(C)CC(C)C2)c(=O)c2cc(S(=O)(=O)N(C)C)ccc21 (centres undefined)	4	-2	15	i	0	i	-3	0	-12
O=C(Nn1c(-c2ccncc2)nc2ccccc2c1=O)c1ccc(Br)cc1	3	-6	-5	i	4	i	-10	-9	6
O=C(CCCN1C(=O)/C(=C/c2cccs2)SC1=S)Nc1cc([N+](=O)[O-])ccc1O	5	-2	15	i	0	i	3	2	9
CC(c1cccs1)N(Cc1ccco1)C(=S)Nc1ccc(F)c(Cl)c1 (centres undefined)	1	0	-8	i	-3	i	-3	2	-12
Cc1ccc(C)c(C(C)NC(=O)c2ccncc2)c1 (centres undefined)	-2	-7	-1	i	4	i	-4	1	8
Cc1ccc(-c2cnc(NC(=O)c3cccc(Br)c3)s2)c(C)c1	-37	16	-7	i	1	i	4	-3	4
O=C(O)c1nccnc1C(=O)Nc1ccc(Cl)cc1Cl	-3	-4	18	i	3	i	-7	-1	-11
CC(C)c1ccc(CN(C(=O)C2COc3ccccc3O2)C2CCS(=O)(=O)C2)cc1 (centres undefined)	-6	15	5	i	-4	i	-4	-2	-16
O=C(c1cccc(Cl)c1)N1CCN(c2ccc(N3CCOCC3)nn2)CC1	1	-6	0	i	-5	+	2	-3	14
Cc1nn(C)c(Nc2ccc(Br)cc2)c1Br	-5	10	8	i	4	i	1	-10	11
O=C(Nc1cccc(C(=O)O)c1)/C(=C\c1ccco1)NC(=O)c1ccccc1Cl	-3	-3	9	i	2	i	-4	6	11
Cc1n[nH]c(=S)n(/N=C/c2cccc([N+](=O)[O-])c2)c1=O	0	-1	-58	i	0	i	-4	-5	4
N/C(=N\N=C\c1cccs1)SC1CC(=O)N(c2ccc(Br)cc2)C1=O (centres undefined)	20	9	-5	i	0	i	13	-11	-9
COc1ccc(CN2CCCC(CO)(Cc3ccc(F)cc3)C2)cc1C (centres undefined)	2	-1	10	i	-1	i	-13	-1	-4
